# sdo1 growth – compounds rescuing growth of sdo1-depleted yeast, bone marrow failure model. S. cerevisiae sdo1-depleted JHY4D growth rescue, OD600 30 h; active compounds read high; pdr5 snq2 efflux-pump mutant strain. z-score at 10 µM. 0.21% of 140,000 active. AID 817;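 active means z-score above 3 at both the 24 hr and the 30 hr optical density reads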;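 further: z-score against mean and SD of all compound wells on the same plate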
# Insulin prom inh – TRM-6 insulin promoter activity inhibition | TRM-6 cells (human fetal islet line), insulin promoter-eGFP reporter, imaging; reporter expression induced with tamoxifen | 0.9% of 130,000 active | inhibition, % at 2 µM | AID 1273;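 active means inhibition above the mean plus 3 SD, with well images judged a real hit on visual review, cut at about 60% in these data, passing the limit was not always enough; inconclusive means inhibition over the cutoff but images rejected on review; inactive means inhibition not above the cutoff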
# sdo1 growth Rescue 24 h – second read-out of sdo1 growth, no call of its own (marks repeat the call); z-score; S. cerevisiae sdo1-depleted JHY4D growth rescue, OD600; measured here: growth rescue at 24 h;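 0 is the plate mean of compound wells and units are plate SD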
# * marks the source's active call; other numbers are inactive results; ? = inconclusive; / = not tested or not shown.
SMILES,sdo1 growth,sdo1 growth Rescue 24 h,Insulin prom inh
CC(C)N=C(NS(=O)(=O)c1ccccc1)C(Cl)(Cl)Cl,-1.8,-1.5,-22
Cc1ccccc1/C=N\NC(=O)c1ccc(Cn2cccn2)o1,0.06,0.2,-58
COC(=O)c1nc2cc3c(cc2c(C)c1C(=O)OC)OCO3,-0.12,-0.2,64
Cn1c(N)c(C(=O)COC(=O)c2ccc3c(c2)OCCO3)c(=O)n(C)c1=O,-0.25,-0.67,10
COC(=O)CC1SC(=O)NC1=Nc1ccc(O)cc1 (stereo not drawn),0.63,0.39,5
CC12CN(Cc3ccccc3)CC(C)(CN(Cc3ccccc3)C1)C2=O,/,/,-13
CCCCN1C(=O)CC(C(=O)O)C1c1ccc(OC)cc1 (stereo not drawn),0.77,-0.37,-23
CCN1CCC2(CC1)N=C(c1ccc(F)cc1)C(=S)N2C(=O)c1ccc(C)cc1,0.13,-0.46,/
CCOc1ccnc(OCC)c1Br,2.2,2.6,79*
COc1cc(CCC(=O)Nc2cc(Cl)ccc2N2CCN(C)CC2)cc(OC)c1OC,1.1,4,-6
CC(C(=O)NCC1(c2ccccc2)CCCC1)N1CCCC1 (stereo not drawn),0.4,-0.31,4
O=C1OC(N2CCN(c3ccccn3)CC2)c2ccccc21 (stereo not drawn),0.21,-0.02,16
CCOc1ccccc1N(C(=O)c1snc(C(N)=O)c1N)C(C(=O)NCCC(C)C)c1ccco1 (stereo not drawn),-1.2,-1.2,-24
COc1ccc(CCNC(=O)c2ccc(CNS(=O)(=O)c3ccccc3)cc2)cc1OC,-0.42,-0.73,-23
CCN(CC)c1ccc(/C=C2\C(=O)c3ccc(C(=O)O)cc3C2=O)cc1,2.9,3.5,0
C[N+]1(CC(=O)OC2CCCCCCCCCCC2)CCCC1,/,/,-30
CSc1cccc(NC(=O)C2CCN(C(=O)c3ccccc3C)CC2)c1,1,0.67,21
Cc1cccc(NC(=O)C(C)Oc2ccccc2C)n1 (stereo not drawn),-0.51,-1.4,37
Cc1ccc(-c2nnn(CC(=O)Nc3ccc4nn(-c5ccccc5)nc4c3)n2)o1,0.26,0.41,-27
COc1ccc(C2C3=C(CCCC3=O)Nc3nc(SCc4ccccc4)nn32)cc1OC (stereo not drawn),-0.92,-0.98,-31
COc1ccc(NC(=O)C2CCCN(S(=O)(=O)c3c(C)[nH]c(=O)[nH]c3=O)C2)cc1 (stereo not drawn),0.67,0.5,-14
O=C(NCc1ccccc1)c1csc2c1CCCC2,/,/,0
O=C(Nc1nnc(-c2ccc(F)cc2)o1)c1cc(Cl)sc1Cl,-2.3,-2.1,-257
CCn1c(=O)cc(N2CCC3(CC2)OCCO3)[nH]c1=O,1.4,1.2,/
COc1ccc(C2C3=C(CC(C)(C)CC3=O)Oc3ncn(CCCn4ccnc4)c(=N)c32)cc1 (stereo not drawn),-0.68,-0.98,-19

# Reprinted at random: 5 compounds from above
SMILES,sdo1 growth,sdo1 growth Rescue 24 h,Insulin prom inh
O=C(NCc1ccccc1)c1csc2c1CCCC2,/,/,0
COc1cc(CCC(=O)Nc2cc(Cl)ccc2N2CCN(C)CC2)cc(OC)c1OC,1.1,4,-6
Cn1c(N)c(C(=O)COC(=O)c2ccc3c(c2)OCCO3)c(=O)n(C)c1=O,-0.25,-0.67,10
CCN(CC)c1ccc(/C=C2\C(=O)c3ccc(C(=O)O)cc3C2=O)cc1,2.9,3.5,0
CC(C)N=C(NS(=O)(=O)c1ccccc1)C(Cl)(Cl)Cl,-1.8,-1.5,-22

# Sorted by molar mass (lowest first): some entries from above.
SMILES,sdo1 growth,sdo1 growth Rescue 24 h,Insulin prom inh
CCOc1ccnc(OCC)c1Br,2.2,2.6,79*
CC(C(=O)NCC1(c2ccccc2)CCCC1)N1CCCC1 (stereo not drawn),0.4,-0.31,4
COC(=O)c1nc2cc3c(cc2c(C)c1C(=O)OC)OCO3,-0.12,-0.2,64
Cc1ccccc1/C=N\NC(=O)c1ccc(Cn2cccn2)o1,0.06,0.2,-58
C[N+]1(CC(=O)OC2CCCCCCCCCCC2)CCCC1,/,/,-30
Cn1c(N)c(C(=O)COC(=O)c2ccc3c(c2)OCCO3)c(=O)n(C)c1=O,-0.25,-0.67,10
COc1ccc(C2C3=C(CC(C)(C)CC3=O)Oc3ncn(CCCn4ccnc4)c(=N)c32)cc1 (stereo not drawn),-0.68,-0.98,-19

# (continued)
SMILES,sdo1 growth,sdo1 growth Rescue 24 h,Insulin prom inh
Cc1c(Cl)cccc1NC(=O)CCN1CCCCCC1,0.57,-0.65,-205
CC12C(=O)N(c3ccc(C(=O)N4CCOCC4)cc3)C(=O)C1C1c3ccccc3C2c2ccccc21 (stereo not drawn),-0.01,-0.29,11
O=C1C2C(c3ccccc3)(C(=O)N1c1ccc(Cl)cc1)C2(c1ccccc1)c1ccccc1 (stereo not drawn),-0.11,-0.43,/
OCCNCc1ccc(-c2ccccc2)cc1,1,0.6,/
CN1C(=O)CSc2ccc(NC(=O)NCc3ccc(F)cc3)cc21,/,/,7
COC(=O)c1cc(C)sc1NC(=O)C1CC=CCC1C(=O)O (stereo not drawn),-1.2,-1.5,20
Cc1c(NC(=O)c2ccc3c(c2)C(=O)N(CC2CCCO2)C3=O)cccc1C(=O)O (stereo not drawn),1,0.86,7
O=C(NCc1ccccn1)c1cc(-c2ccccc2Cl)nc2ccccc12,-0.58,-0.39,30
COc1ccc(Nc2nc(N)nc(CN3CCC(C)CC3)n2)cc1,/,/,27
CC(NC(=O)Cc1cccs1)C(c1cccs1)N1CCN(c2ccccc2)CC1 (stereo not drawn),/,/,25
O=C(NC1CC1)c1cc(=O)c2ccccc2o1,0.58,-0.47,0
c1ccc(-c2nc3ccccc3c3nc4ccccc4n23)cc1,-0.03,1.4,/
O=S(=O)(c1cccs1)n1cccn1,-0.21,-0.27,-4
Cc1cccc(-n2c(N)cc(=O)nc2SCC(=O)Nc2nnc(C)s2)c1,0.52,0.67,10
Cc1ccc(-n2c3nc(=O)[nH]c(=O)c-3cc3c(C)nn(-c4ccccc4)c32)c(C)c1,0.61,0.21,-27
O=C1CC(c2ccccc2)CN1Cc1ccccc1 (stereo not drawn),-0.64,-1.3,8
O=C(Nc1cccc(NC(=O)c2cccs2)c1)c1ccc2c(c1)OCO2,/,/,53
COc1ccccc1-n1c(C)nnc1SCC(=O)Nc1cccc(C(C)=O)c1,0.5,0.8,50
O=C(N1CCOCC1)N1CCN(S(=O)(=O)c2ccccc2)C1,0.81,0.65,-73
O=C(NCc1cccc(Cl)c1)c1cnccn1,0.91,-0.02,?
CC(=O)N1N=C(c2cccc([N+](=O)[O-])c2)OC1c1ccccc1Cl (stereo not drawn),-0.7,0.19,/
Oc1ccc(/C=N/NC(=S)NCc2ccco2)cc1,-0.72,-1.1,-13
N#CC1=C(N)N2C(=C(C#N)C1c1ccc(Br)cc1)Nc1ccccc12 (stereo not drawn),-1.3,-1.1,/
CCN(CC)c1ccc(N2C(=O)c3ccccc3C2=O)cc1,0.45,0.91,0
COc1ccc(C)cc1NC(=O)CSc1nnc(-c2ccc(C)cc2)o1,0.32,1.1,/
# New compounds follow.
SMILES,sdo1 growth,sdo1 growth Rescue 24 h,Insulin prom inh
Cn1c(NC(=O)c2ccc(Cl)cc2Cl)cc(=O)n(C)c1=O,-0.14,-0.71,/
Nc1ccc(O)c(-c2nc3ccccc3s2)c1,-2.2,-2,-3
COC(=O)c1cccc(N(C(=O)c2cnccn2)C(C(=O)NCc2ccccc2)c2ccco2)c1 (stereo not drawn),-1.2,-1.6,14
CCOC(=O)N1CCN(c2nc(-c3ccc(OC)cc3)no2)CC1,0.98,0.66,/
O=C(Nc1ccc(OC(F)(F)C(F)F)c(NC(=O)c2cccc(F)c2)c1)c1cccc(F)c1,-0.83,-0.15,-9
CCNc1c2c(nc3ccccc13)CC(C)(C)CC2=O,0.07,-0.26,?
Cc1cccc(NC(=O)c2ccc(COc3cccc4ccccc34)o2)n1,-1.4,-1.7,-19
CC(Sc1ccccc1)C(=O)Nc1ccc(N2CCOCC2)cc1 (stereo not drawn),-0.17,-0.34,/
O=C(Cn1c(=O)sc2ccccc21)NCCOc1ccccc1F,0.51,0.05,35
O=C(Nc1cccc(Cl)c1)c1cnn2cccnc12,0.21,0.12,67
COc1ccc(C)cc1Nc1cc(C)nc2ncnn12,0.28,-0.12,-20
O=C1c2ccccc2C(=O)N1c1ccc(Cl)cc1,0.05,-0.98,11
COC(=O)C(NC(=O)c1ccccc1)(Nc1cc(C)cc(C)n1)C(F)(F)F (stereo not drawn),-0.69,-1,-238
Cc1ccc(/C=C/C(=O)Nc2ccc(S(=O)(=O)Nc3ncccn3)cc2)cc1,/,/,7
Cc1ccc(N2CC(C(=O)N3CCN(C(=O)c4ccco4)CC3)CC2=O)cc1 (stereo not drawn),-0.33,-0.65,-9
CCC1(c2ccc(F)cc2)NC(=O)N(CC(=O)Nc2ccc(-c3nc4ccc(C)cc4s3)cc2)C1=O (stereo not drawn),-0.89,-0.07,/
COc1cccc(C(=O)NNC2OC(CO)C(O)C2O)c1 (stereo not drawn),/,/,-23
O=C(N/N=C/c1ccc(Br)s1)c1cccnc1,/,/,30
Cc1ccc2cc(COC(=O)C3CCCO3)c(=O)[nH]c2c1 (stereo not drawn),1.5,1.2,-27
O=C1c2ccccc2C(=O)N1CN(C(=O)c1ccccc1)c1ccc(O)cc1,/,/,47
Cc1ccc(NS(=O)(=O)c2cccc(C(=O)NCCc3c[nH]c4ccccc34)c2)c(C)c1,-0.15,-0.49,/
CC1CCCC(C)N1CCNC(=O)CCn1nc(-c2ccccc2)ccc1=O (stereo not drawn),1,0.06,36
O=C(c1cnn2c(C(F)F)cc(C3CC3)nc12)N1CCOCC1,-0.05,-0.42,-14
CCOc1ccc(Nc2nc(N3CCCCC3)nc(N3CCCCC3)n2)cc1,-1.9,-1.3,48
CC1CC(=O)N(CC(=O)N2CCCC2)c2ccccc2S1 (stereo not drawn),0.9,0.55,/
# Further compounds follow.
SMILES,sdo1 growth,sdo1 growth Rescue 24 h,Insulin prom inh
O=C(NCc1cccs1)C12CC3CC(CC(C3)C1)C2,/,/,82*
CCCC(c1nnnn1CC1CCCO1)N1CCN(c2nc3ccccc3s2)CC1 (stereo not drawn),-0.93,-0.51,-238
COC(=O)C1=C(C)NC(=O)C1(Nc1ccc(Cl)cn1)C(F)(F)F (stereo not drawn),0.77,0.5,49
O=C(c1ccc(Cl)c(S(=O)(=O)N2CCCCCC2)c1)N1CCN(c2ccccc2O)CC1,/,/,0
COc1ccc(-c2nnc(SCC(=O)N/N=C/c3ccccc3C(=O)O)n2-c2ccccc2)cc1,/,/,0
O=c1c2c(nc3n1CCCCC3)sc1c(O)c(Br)ccc12,-2.6,-1.3,19
CCOC(=O)N1CCN(C(=O)CN(c2ccccc2OC)S(=O)(=O)c2ccc(C)cc2)CC1,0.2,0.33,/
COC(=O)C1Sc2[nH]c(=O)sc2C(c2ccc(Cl)cc2)C1C(=O)OC (stereo not drawn),0.31,0.21,/
Cc1cccc(C)c1OCCCN1CCCC1,-0.77,-1.2,-26
Oc1c(Br)cc(Cl)cc1C=Nc1ccccc1Br,-0.02,0.25,-21
CCC1CCCCN1C(=O)CCCOc1ccccc1 (stereo not drawn),0.16,0.4,-22
COc1ccc(N(C)C(=O)c2ccc3nc(-c4ccccc4)c(-c4ccccc4)nc3c2)cc1,-0.09,0.09,18
CCCCNC(=O)CSc1nnc(NC(C)=O)s1,1.1,0.93,4
C=CCSc1[nH]c(=O)cc(C)c1C(N)=O,-0.53,-0.71,-14
COc1cccc(C(=O)Nc2ccccc2)c1,0.16,-0.71,21
Cc1nc(N2CCN(S(=O)(=O)c3ccc(F)cc3)CC2)c2c(-c3cccs3)csc2n1,/,/,-64
COCCNC(=O)NC(=O)COC(=O)C1(c2ccc(Cl)cc2)CC1,/,/,39
CCOC(=O)c1ccc(NC(=O)CSc2nnnn2C2CCCCC2)cc1,0.18,0.94,-192
CCN(CC)Cc1c(O)ccc2c([N+](=O)[O-])c(C)n(-c3ccc(OC)cc3)c12,-0.25,-0.42,78*
Cc1ccc(S(=O)(=O)N(C)CC(=O)N2CCCc3ccccc32)cc1,-0.42,-0.15,17
COC(=O)CNc1c(-c2ccccc2)nc2ccc(Br)cn12,-1.4,-1.8,-14
O=C1C(Cc2ccccc2)S/C(=N/N=C/c2ccco2)N1c1ccccc1 (stereo not drawn),0.22,1.2,-7
CN(CC(=O)NCCc1ccccc1)S(=O)(=O)c1cccc2nsnc12,0.78,0.5,-6
COC(=O)N1CCN(S(=O)(=O)c2ccc(F)cc2)CC1,1.1,1.2,36
CCOC(=O)c1c(C(=O)OCC)c(C)n(CCc2ccccc2)c1C,-0.06,0.25,-7
Cc1ccc(OCCCN2CCCC2)c(C)c1,1,1,-65
CC(C)n1c(/C=C/c2ccccc2)nc2ccccc21,-0.76,-0.65,/
Cc1ccccc1-n1nc(C)c2cc(C(=O)NCc3cccnc3)sc21,-0.18,-0.26,/

# In a second layout: results already given.
sdo1 growth | sdo1 growth Rescue 24 h | Insulin prom inh | SMILES
/ | / | -64 | Cc1nc(N2CCN(S(=O)(=O)c3ccc(F)cc3)CC2)c2c(-c3cccs3)csc2n1
/ | / | 39 | COCCNC(=O)NC(=O)COC(=O)C1(c2ccc(Cl)cc2)CC1
0.18 | 0.94 | -192 | CCOC(=O)c1ccc(NC(=O)CSc2nnnn2C2CCCCC2)cc1

# Compound activity from PubChem.
